# PLK1 inh: inhibitors of human PLK1 kinase; P53350; recombinant PLK1 kinase, TR-FRET peptide phosphorylation; inhibition, % at 10 µM; actives 0.53% (n = 97,000); AID 619;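 active means inhibition of 50% or more in the single-concentration screen; inactive means inhibition below 50%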;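 further: 0% = DMSO max control and 100% = H-89 dihydrochloride min control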
# Target sequence (P53350 whole entry, looked up): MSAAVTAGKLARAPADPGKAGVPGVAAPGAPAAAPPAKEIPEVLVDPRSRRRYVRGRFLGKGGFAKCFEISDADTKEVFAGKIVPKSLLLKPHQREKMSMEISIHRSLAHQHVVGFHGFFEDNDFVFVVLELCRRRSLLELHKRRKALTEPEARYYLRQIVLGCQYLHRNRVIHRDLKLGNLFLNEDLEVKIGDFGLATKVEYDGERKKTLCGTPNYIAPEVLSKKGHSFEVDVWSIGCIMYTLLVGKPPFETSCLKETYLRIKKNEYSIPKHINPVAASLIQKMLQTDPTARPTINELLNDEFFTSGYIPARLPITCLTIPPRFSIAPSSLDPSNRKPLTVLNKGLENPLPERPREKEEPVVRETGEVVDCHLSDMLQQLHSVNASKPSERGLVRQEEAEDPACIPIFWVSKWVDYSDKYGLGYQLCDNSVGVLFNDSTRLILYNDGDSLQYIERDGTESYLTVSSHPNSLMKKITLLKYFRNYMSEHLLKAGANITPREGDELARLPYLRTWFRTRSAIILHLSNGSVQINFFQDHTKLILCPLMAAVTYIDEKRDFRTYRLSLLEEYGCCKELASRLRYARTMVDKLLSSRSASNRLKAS
# LYP inh 2: LYP (human) phosphatase inhibition. recombinant LYP catalytic domain, DiFMUP fluorescence. inhibition, % at 2 µM. actives 0.21% (n = 96,000);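 active means inhibition at 2 µM at or above a set limit, the screen mean plus 3 SD, cut at about 24% in these data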;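 further: 0% = DMSO with enzyme and 100% = enzyme fully blocked by orthovanadate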
# Candida biofilm: kills Candida albicans biofilms. C. albicans biofilm + clotrimazole, Alamar Blue. inhibition, % at 6 µM. actives 0.14% (n = 85,000);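 active means inhibition above 20%; inactive means inhibition below 20%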;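 further: preformed 24 hr biofilms exposed to compound for 48 hr; 0% = biofilm without compound and 100% = blank killed by clotrimazole plus chlorhexidine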
# CYP2C9 inh: human CYP2C9 inhibition; P11712; inhibition, % at 5 µM; CYP2C9 Supersomes, luciferin-H conversion, luminescence; actives 20% (n = 96,000);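 active means blocking of liver enzyme CYP2C9 beyond about 50% at 5 µM, limit read from the data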; further: values of inactives mirror those of a sister screen read the other way
# CYP2C9 act: activators of human CYP2C9; P11712; recombinant CYP2C9, luciferin-H conversion, luminescence; hits give high values; factor 1 = untreated enzyme, 0 = blocked; activation factor at 5 µM; actives 1.4% (n = 96,000); AID 1024;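 active means activation factor of 2 or more for CYP2C9 at a 5 µM dose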;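 further: 0 = sulfaphenazole-blocked wells and 1 = vehicle-only wells; values of inactives mirror those of a sister screen read the other way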
# EphB4 antag: antagonists of human EphB4-ephrin-B2 interaction; P54760; inhibition, % at 7 µM; actives 0.15% (n = 97,000); EphB4 LBD / TNYL-RAW-Alexa532 peptide, fluorescence polarization;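 active means inhibition above the screen-wide mean inhibition plus 3 SD, cut at about 15% in these data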;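 further: 0% = DMSO wells and 100% = excess unlabeled TNYL-RAW peptide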
# HIV Rev-RRE inh: HIV Rev-RRE protein-RNA interaction inhibition | P05866 | Rev peptide-RRE RNA binding, FRET | inhibition, % at 8 µM | actives 0.79% (n = 97,000);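 active means inhibition above the screen-wide mean plus 3 SD, cut at about 35% in these data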;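 further: 0% = median DMSO wells and 100% = median Neomycin B control wells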
# Target sequence (P05866 whole entry, looked up): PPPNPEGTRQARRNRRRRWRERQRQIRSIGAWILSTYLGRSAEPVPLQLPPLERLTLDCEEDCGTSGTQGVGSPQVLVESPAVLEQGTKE
#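 Probe or stimulus: fluorescein-Rev peptide as binding partner; assay system: Cy5-tagged RRE RNA duplex with fluorescein-tagged Rev peptide; timing: 5 min compound–RNA preincubation, then 15 min with peptide, 25 °C; medium: HEPES pH 7.5 buffer with KCl, MgCl2, NaCl and EDTA; signal: fluorescein-to-Cy5 FRET, 480 nm excitation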
# Plk1 PBD FP: Plk1 (human) PBD binding inhibition; inhibition, %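 (tested at about 20 µM)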; P53350; AID 693; actives 0.13% (n = 97,000); Plk1 PBD phosphopeptide binding, fluorescence polarization; in the data active means inhibition above about 34%, passing the limit was not always enough
# LYP act: activators of human LYP (PTPN22) phosphatase; Q9Y2R2; actives 0.11% (n = 96,000); activation, % at 2 µM; recombinant LYP, DiFMUP fluorescence; 0 = plate median, 100 = signal doubled; AID 697;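 active means activation at 2 µM above a set limit, the mean plus 5 SD, cut at about 37% in these data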
# Starred values were filed as active, the others as inactive; . = not tested or not shown.
SMILES,PLK1 inh,LYP inh 2,Candida biofilm,CYP2C9 inh,CYP2C9 act,EphB4 antag,HIV Rev-RRE inh,Plk1 PBD FP,LYP act
COc1ccc(C)cc1S(=O)(=O)N1CCN(S(=O)(=O)c2cc(C)ccc2OC)CC1,0,8,0,87*,0.1,2,14,1,-6
COC(=O)c1c(-c2ccncc2)csc1NC(=O)c1ccoc1C,-7,0,7,74*,0.3,0,7,-9,-5
CCCN(CCC)S(=O)(=O)c1ccc(NC(=O)Cc2cccs2)cc1,-5,-9,2,84*,0.2,-2,20,-18,10
NC(=O)CSc1ncc(-c2ccccc2)[nH]1,-7,2,.,-17,1.2,1,5,24,-4
CCOC(=O)C1C(c2ccc3c(c2)OCO3)NC(=O)NC1(O)C(F)(F)F (stereo not drawn),-5,1,4,-15,1.2,6,3,7,-1
COc1ccc(NS(=O)(=O)c2cccc(C(=O)O)c2)cc1,-8,-11,8,-20,1.2,0,9,-6,9
CC1CCN(C(=O)COC(=O)c2cc(Cl)cc(Cl)c2N)CC1,-10,10,5,-133,2.3*,-1,1,12,-9
O=c1cc(CSc2nnc(Nc3ccccc3)s2)nc2sccn12,-10,5,.,40,0.6,-1,18,0,-3
CCC(=O)Nn1cnc2c(c1=O)C1(CCCCC1)Cc1ccccc1-2,1,7,-5,-9,1.1,5,7,3,-5
CCN(CC)C(=O)CSc1nnc(SCc2ccc(Cl)cc2)s1,-8,16,6,35,0.6,-5,10,7,-14
O=C(CN1CCOCC1)Nc1ccc(-c2nc3ccccc3[nH]2)cc1,-6,-2,.,11,0.9,1,2,8,0
COC(=O)CSc1nnc(Cc2ccccc2)n1-c1ccc(C)cc1,-13,10,4,.,.,-7,3,1,-9
Clc1ccc(-c2nnc3sc(Cc4cccs4)nn23)c(Cl)c1,-22,9,3,78*,0.2,4,1,-33,-11
Cc1ccc(SCCC(=O)N2CCC(C)CC2)cc1,-8,0,5,.,.,7,11,-18,1
Cc1nnc(SCc2nc3ccccc3nc2C)s1,-10,0,6,-6,1.1,-3,0,8,3
COc1ccc(OC)c(C2=NOC(C(=O)Nc3ccccc3SC)C2)c1 (stereo not drawn),-10,11,-4,-33,1.3,0,11,-2,-10
CN1C(=O)CSc2ccc(NC(=O)Nc3ccccn3)cc21,5,4,5,-9,1.1,8,11,-7,-5
N#CCCn1cnc2c(=S)nc[nH]c21,-7,-8,1,-8,1.1,0,4,25,9
Cc1cc(C)n(C(=O)c2cc3ccccc3c(=O)o2)n1,-12,-2,1,-45,1.4,-3,10,-6,2
CCOc1ccc2nc(NC(=O)C(CC)Sc3nc(C)cc(=O)[nH]3)sc2c1 (stereo not drawn),-3,2,-7,68*,0.3,6,-1,8,-5
O=C(Cn1c(-c2cscn2)nc2ccccc21)Nc1ccc2ccccc2c1,-10,-8,7,63*,0.4,-6,-4,4,4
CCOC(=O)/C=c1\s/c(=C(\C#N)C(=O)OCC)n(-c2ccccc2)c1=O,-6,-9,9,.,.,3,12,-7,6
CCCOC(=O)c1cc2ccccc2oc1=O,-8,8,4,-8,1.1,3,1,4,-7
CCOc1ccccc1N(CC(=O)Nc1cc(OC)ccc1OC)S(C)(=O)=O,-3,7,4,84*,0.2,-7,8,-20,-5
c1ccc(Nc2nnc(SCc3cccc4ccccc34)s2)cc1,-7,12,5,-111,2.1*,6,7,-12,-14

# Entries of single compounds from above.
# CCOC(=O)/C=c1\s/c(=C(\C#N)C(=O)OCC)n(-c2ccccc2)c1=O across the screens: PLK1 inh: -6; LYP inh 2: -9; Candida biofilm: 9; CYP2C9 inh: .; CYP2C9 act: .; EphB4 antag: 3; HIV Rev-RRE inh: 12; Plk1 PBD FP: -7; LYP act: 6
# CCN(CC)C(=O)CSc1nnc(SCc2ccc(Cl)cc2)s1 across the screens: PLK1 inh: -8; LYP inh 2: 16; Candida biofilm: 6; CYP2C9 inh: 35; CYP2C9 act: 0.6; EphB4 antag: -5; HIV Rev-RRE inh: 10; Plk1 PBD FP: 7; LYP act: -14
# COc1ccc(C)cc1S(=O)(=O)N1CCN(S(=O)(=O)c2cc(C)ccc2OC)CC1 across the screens: PLK1 inh: 0; LYP inh 2: 8; Candida biofilm: 0; CYP2C9 inh: 87*; CYP2C9 act: 0.1; EphB4 antag: 2; HIV Rev-RRE inh: 14; Plk1 PBD FP: 1; LYP act: -6

# (continued)
SMILES,PLK1 inh,LYP inh 2,Candida biofilm,CYP2C9 inh,CYP2C9 act,EphB4 antag,HIV Rev-RRE inh,Plk1 PBD FP,LYP act
CCCN1C(=O)/C(=C/c2ccc(C)o2)SC1=Nc1ccc(OCC)cc1,-4,6,.,31,0.7,5,4,-27,-4
COc1ccccc1-n1cnnc1SCC(=O)NCc1cccs1,1,-6,6,22,0.8,6,4,1,10
Cc1cc(C(=O)O)ccc1N/C=C1\CCCC(C)C1=O (stereo not drawn),-7,-3,-1,1,1,6,15,-10,4
CC1(C)Cc2c(sc3nn[nH]c(=O)c23)CO1,-5,0,3,4,1,-7,3,14,-2
CSc1ccc(S(=O)(=O)NCc2ccc(Cl)cc2Cl)cc1,-7,0,-1,-136,2.4*,6,19,13,1
O=S(=O)(c1cnccc1N1CCN(/N=C/c2ccc(Cl)cc2)CC1)N1CCCCC1,-11,0,.,60*,0.4,-3,1,-2,-2
COc1ccc(S(=O)(=O)Nc2ccc(Cl)cn2)c(C)c1C,-8,-12,5,53*,0.5,1,2,-3,11
COC(=O)CSC1=C(C#N)C(c2ccc(C)cc2)C2=C(CCCC2=O)N1 (stereo not drawn),-10,6,4,31,0.7,16*,0,-16,-7
c1ccc(CSc2nnnn2-c2ccc3c(c2)OCCO3)nc1,1,4,4,41,0.6,-3,3,11,-5
COc1ccccc1OCc1ccc(C(=O)n2nc(C)c(Cl)c2C)o1,-9,-4,3,-36,1.4,-6,13,-12,1
COc1ccccc1C1(CC(=O)N2CCCCC2)CCOC(C(C)C)C1 (stereo not drawn),-11,4,0,34,0.7,4,6,-2,0
CC1CCN(S(=O)(=O)c2ccc(NC(=O)CCN3C(=O)c4ccccc4C3=O)cc2)CC1,-7,-3,-4,94*,0.1,7,9,-8,2
C=C(C)CSc1nnc(-c2cccc(S(=O)(=O)N(C)C)c2)n1-c1cc(OC)ccc1OC,-23,3,5,85*,0.2,-4,-3,-5,-3
COCCNC(=O)C(c1cccc(OC)c1)N(C(=O)Cn1nnc2ccccc21)c1cccnc1 (stereo not drawn),-10,4,6,-13,1.1,0,7,15,-7
CC(C)Cc1nc2oc3c(NCC4CCCO4)ncnc3c2c2c1CCC2 (stereo not drawn),-4,-8,-4,40,0.6,3,-1,7,6
CC1CC(C)CN(C(=O)Cn2c(SCC(=O)N3CCc4ccccc4C3)nc3ccccc32)C1 (stereo not drawn),-11,-2,6,.,.,-2,-1,-4,3
O=C(CSc1cnc2ccccc2n1)NC1CCCC1,-14,-4,.,8,0.9,2,1,-2,4
O=C1Nc2ccccc2C12OCCO2,4,-6,6,-27,1.3,3,4,-7,4
Cc1ccc(NC(=O)CCC(=O)NNC(=O)COc2cccc3ccccc23)c(C)c1,-10,4,.,-14,1.1,-8,5,32,-1
CCN(CCCNC(=O)CCCCn1c(=O)[nH]c2ccccc2c1=O)c1ccccc1,-12,-16,4,68*,0.3,8,-2,3,14
CCN1CCN(CC(=O)Nc2c(C(=O)OC)[nH]c3cccc(Cl)c23)CC1,0,-8,1,-6,1.1,3,2,1,5
Cc1cccc(C)c1NC(=O)COC(=O)c1nonc1N,-6,-15,6,-12,1.1,-2,6,-17,13
CCCC(C)C(=O)Nc1nc(C)c(-c2csc(Nc3cc(Cl)ccc3C)n2)s1 (stereo not drawn),2,3,.,47,0.5,-2,3,2,-1
CN=C(Nc1cc(C)nn1CCC#N)c1ccc(F)cc1,-14,-1,5,4,1,-1,3,4,-2
CC(=O)CSc1nnc(CSc2ncccn2)n1C1CCCCC1,-2,-5,5,-11,1.1,-1,6,8,3
# Next part.
SMILES,PLK1 inh,LYP inh 2,Candida biofilm,CYP2C9 inh,CYP2C9 act,EphB4 antag,HIV Rev-RRE inh,Plk1 PBD FP,LYP act
CCOC(=O)C1=C(O)/C(=C\c2cccc(OC)c2)N=C1C,-2,10,.,28,0.7,1,1,-24,-6
C=CCN1CC(c2nc3ccccc3n2CCOc2ccccc2)CC1=O (stereo not drawn),-11,15,0,73*,0.3,0,8,42,-16
O=C(CN1CCN(c2nc(-c3ccccc3)cs2)CC1)Nc1ccc2c(c1)OCO2,-5,4,8,-2,1,-3,-2,-7,-5
Cc1ccc(S(=O)(=O)N2CCCC2C(=O)N2CCCCCC2)cc1 (stereo not drawn),-17,3,5,-168,2.7*,-5,-3,10,-3
O=C(Nc1ccc(-c2nc3ccccc3[nH]2)cc1)C1CCCO1 (stereo not drawn),-10,9,-2,-1,1,-5,2,4,-9
COc1ccc(C2CC(C(F)(F)F)n3nc(CO)c(Cl)c3N2)cc1OC (stereo not drawn),-12,1,4,98*,0,-4,0,-15,-1
Cc1nn(Cc2ccc(C(=O)n3cccn3)o2)c(C)c1Br,-7,5,8,.,.,7,0,-14,-4
O=C(NC1CCCCC1)c1ccc(S(=O)(=O)N2CCCCC2)cc1,-9,2,3,.,.,1,5,14,-5
Cc1cc(N2C(=O)C(=O)/C(=C(/O)c3ccc(F)cc3)C2c2ccc(F)cc2)no1 (stereo not drawn),-13,-2,8,6,0.9,-4,-2,12,3
Cn1c(=O)oc2cc(S(=O)(=O)N3CCCC(C(=O)NC4CCCc5ccccc54)C3)ccc21 (stereo not drawn),-5,4,9,60*,0.4,-6,-2,5,-5
COc1cccc(=O)c2c(C)n(-c3cc(C)cc(C)c3)c(C)c12,-19,21,.,82*,0.2,4,14,-21,-18
CCN1C(=O)C(Cc2nc3ccccc3c(=O)n2C)c2ccccc21 (stereo not drawn),-4,6,-3,60*,0.4,0,-2,13,-7
O=C(O)CCCc1nc(-c2ccc(Cl)cc2)no1,-11,-5,.,-8,1.1,3,3,1,4
CC(=O)NCc1nc2ccccc2n1Cc1ccccc1F,6,-16,7,6,0.9,-6,2,-2,13
COc1ccc2[nH]c(=O)c(CN(C3CCCCC3)C(c3nnnn3Cc3ccco3)C(C)C)cc2c1 (stereo not drawn),-8,17,6,95*,0.1,6,43*,23,-19
CCOC(=O)c1sc(NC(=O)CSc2nc(-c3ccco3)cc(C(F)(F)F)n2)c(C(=O)OC(C)C)c1C,-11,-8,3,.,.,0,9,-5,7
Fc1cccc(Cl)c1CNCc1ccccc1Cl,-2,-4,.,30,0.7,12,-2,2,8
COc1ccc(N2CCN(C(=O)C3COc4ccccc4O3)CC2)cc1 (stereo not drawn),0,13,5,32,0.7,-4,-1,5,-14
CCSc1nnc(-c2ccc(S(=O)(=O)N3CCOCC3)cc2)n1CC1CCCO1 (stereo not drawn),-3,1,10,-1,1,-2,-1,-22,-3
Cc1ccc(NC(=S)NC2CC3CCC(C2)N3Cc2ccco2)cc1C (stereo not drawn),-4,-1,.,-5,1.1,1,3,10,3
COc1ccc(S(=O)(=O)Nc2ccc3c(c2)OCO3)cc1C(=O)O,-3,4,.,11,0.9,6,8,-16,-8
Cc1cc(C)n(C(=O)CNC(=O)C(c2ccccc2)c2ccccc2)n1,-12,-8,-2,.,.,-2,-2,-11,8
COc1ccc(C2N(c3ccc(OC)cc3)C(=O)C3CCCN32)cc1 (stereo not drawn),-9,-10,6,40,0.6,5,9,-16,7
COc1ccc(NC(=O)c2cc(-c3cc(C)ccc3O)n[nH]2)cc1Cl,-5,-8,7,-27,1.3,9,8,-1,6
COc1cccc(/C=C/c2ccncc2)c1OC,-10,-4,.,98*,0,-4,1,-33,2
O=C(NCCCN1CCCC1)c1ccc(CS(=O)(=O)c2ccc(Br)cc2)o1,-7,-10,12,13,0.9,7,9,15,8
CCOC(=O)c1c(NC(=O)CN2CCCCC2)sc2c1CCC(C=O)=C2Cl,-7,12,.,-1,1,0,16,7,-12
Cc1cc(C)c2nc(NC(=O)C3CCCO3)sc2c1 (stereo not drawn),-2,-5,2,28,0.7,1,3,7,5
